Bcl-XL Bim block – human Bim-Bcl-XL interaction inhibition. 0.04% of 190,000 active. Bim peptide-Bcl-XL binding, bead flow cytometry, fluorescence. AID 1007. Q07817. inhibition, % at 10 µM
Bfl-1 Bim block – inhibitors of Bim-Bfl-1 interaction, human | inhibition, % at 10 µM | Bead-based flow cytometry, Bim-Bfl-1 binding inhibition | 0.12% of 190,000 active | Q16548 | AID 1008;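 also: 0% = wells without compound plus tracer and 100% = blocker peptide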
RGS7-Gao reg – modulates binding of RGS7 to human Galphao; P09471; Multiplexed bead flow cytometry; actives lie on both sides; binding response (% of control), % at 10 µM; 0.35% of 220,000 active; AID 1439; in the data active = binding response below about 49% or above about 150%; inconclusive = no clear call, values can overlap the other calls; inactive = in between;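 also: fluorescent Galphao held in activated GDP-AlF4 state binding bead-coupled RGS7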
Target sequence (P09471 whole entry, looked up): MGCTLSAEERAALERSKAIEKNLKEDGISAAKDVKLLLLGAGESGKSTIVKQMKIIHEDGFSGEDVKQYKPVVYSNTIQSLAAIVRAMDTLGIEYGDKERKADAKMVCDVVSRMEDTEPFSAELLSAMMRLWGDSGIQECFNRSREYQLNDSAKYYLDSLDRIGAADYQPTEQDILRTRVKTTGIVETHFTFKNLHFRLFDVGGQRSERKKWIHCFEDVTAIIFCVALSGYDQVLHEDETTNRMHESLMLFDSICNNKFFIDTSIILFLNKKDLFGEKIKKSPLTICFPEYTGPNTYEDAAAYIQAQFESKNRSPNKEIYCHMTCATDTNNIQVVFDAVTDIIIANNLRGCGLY
Bim-Bcl-2 – inhibitors of Bim-Bcl-2 interaction, human. inhibition, % at 10 µM. Bead-based flow cytometry, Bim peptide-Bcl-2 binding. P10415. 0.06% of 190,000 active; in the data active = inhibition above about 40%; inconclusive = no clear call, values can overlap the other calls;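 also: 0% = no compound wells with probe peptide and 100% = reference peptide inhibitor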
Target sequence (P10415 whole entry, looked up): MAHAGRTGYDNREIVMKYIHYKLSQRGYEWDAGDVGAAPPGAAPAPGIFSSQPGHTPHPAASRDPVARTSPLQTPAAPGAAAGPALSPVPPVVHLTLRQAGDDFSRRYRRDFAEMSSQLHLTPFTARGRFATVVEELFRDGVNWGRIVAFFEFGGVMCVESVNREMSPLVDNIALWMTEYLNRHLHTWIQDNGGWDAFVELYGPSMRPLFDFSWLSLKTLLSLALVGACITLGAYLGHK
Mcl1-Bid inh – Mcl-1/Bid interaction inhibition; inhibition, % at 21.7 µM; 0.97% of 220,000 active; TR-FRET Mcl-1/Bid-Dy647 peptide binding, 1536-well; Q07820;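 active = compounds that cut the binding signal by more than half at the single screening dose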;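 also: His-tagged Mcl-1 with europium anti-His antibody binding Bid BH3 peptide; 0% = Mcl-1 plus peptide wells and 100% = peptide-only wells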
Bim-Bcl-B – disrupts Bim peptide binding to human Bcl-B | Q9HD36 | bead-based flow cytometry | inhibition, % at 10 µM | 0.073% of 190,000 active | AID 951;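 also: 0% = tracer peptide without compound and 100% = reference inhibitor peptide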
Target sequence (Q9HD36 whole entry, looked up): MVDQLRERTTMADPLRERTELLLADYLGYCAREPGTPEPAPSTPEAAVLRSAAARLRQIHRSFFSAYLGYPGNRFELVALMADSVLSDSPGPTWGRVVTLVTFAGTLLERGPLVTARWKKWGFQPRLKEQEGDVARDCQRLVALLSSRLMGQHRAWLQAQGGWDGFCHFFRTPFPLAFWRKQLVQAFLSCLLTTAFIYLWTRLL
Bim-Mcl-1 – inhibitors of Bim-Mcl-1 interaction, human | Q07820 | inhibition, % at 10 µM | 0.1% of 190,000 active | AID 1009 | Bead-based flow cytometry, Bim peptide-Mcl-1 binding;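 also: 0% = no compound tracer wells and 100% = peptide blocker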
RGS8-Gao reg – human RGS8-Galphao interaction regulation; P09471; multiplexed bead flow cytometry, RGS8-Galphao binding; actives lie on both sides; response (percent of control binding), % at 10 µM; 0.34% of 220,000 active; AID 1423; in the data active = response below about 60% or above about 140%; inactive = in between;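 also: Galphao activated as the GDP aluminium fluoride complex binding bead-coupled RGS8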
GSH fluor – compound fluoresces at 488/530 nm on GSH beads; fluorescence (KMESF) at 10 µM; GSH beads flow cytometry, compound fluorescence 488/530 nm; active compounds read high; 0.25% of 190,000 active; in the data active = fluorescence above about 89;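 also: glutathione beads carrying GST-tagged Bcl family fusion proteins plus one bare bead set; values are compound well signal with DMSO vehicle wells as background; inactives centre near 16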
Bim-Bcl-W – inhibitors of Bim-Bcl-W interaction, human; Q92843; bead-based flow cytometry, Bim peptide-Bcl-W binding; inhibition, % at 10 µM; AID 952; 0.02% of 190,000 active;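 also: 0% = bound tracer without compound and 100% = peptide blocker; higher means less fluorescent Bim peptide bound to Bcl-W beads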
Target sequence (Q92843 whole entry, looked up): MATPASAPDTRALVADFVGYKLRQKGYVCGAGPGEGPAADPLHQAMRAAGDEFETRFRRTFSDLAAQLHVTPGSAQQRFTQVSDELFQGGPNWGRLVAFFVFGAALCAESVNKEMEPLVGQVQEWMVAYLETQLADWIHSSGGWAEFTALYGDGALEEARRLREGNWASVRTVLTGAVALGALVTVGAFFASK
RGS4-Gao reg – human RGS4-Galphao interaction regulation; P09471; Multiplexed bead flow cytometry, RGS4-Galphao binding; actives lie on both sides; binding response (% of control), % at 10 µM; 0.33% of 220,000 active; AID 1415; in the data active = binding response below about 49% or above about 150%; inactive = in between;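 also: fluorescent Galphao activated with aluminum fluoride binding bead-coupled RGS4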
An asterisk follows results filed as active; ? = inconclusive; & = joins results of further samples. Rule as the data show it, unless noted: active = inhibition above about 40%. Only part of the results is shown. The share of hits here may be higher or lower than overall.

SMILES	Bcl-XL Bim block	Bfl-1 Bim block	RGS7-Gao reg	Bim-Bcl-2	Mcl1-Bid inh	Bim-Bcl-B	Bim-Mcl-1	RGS8-Gao reg	GSH fluor	Bim-Bcl-W	RGS4-Gao reg
N#Cc1ccccc1Cn1cc(C(=O)c2ccco2)c2ccccc21	-6	-13	90	-10	-7	-9	-5	86	16	1	95
CCC(CC)C1C(C#N)=C(N)Oc2c1c(=O)oc1ccccc21 (stereo not given)	0	4	101	5	-1	-1	2	104	14	1	103
CC(O)(CS(=O)(=O)c1ccccc1)C(=O)Nc1cccc(C(F)(F)F)c1 (stereo not given)	-2	-11	105	-8	-28	-6	-5	101	36	1	106
CC12CCCCC1=[N+]([O-])CN2O (stereo not given)	0	-5	91	-3	-7	-1	-2	98	50	-1	87
CCCCn1c(O)c(/C=N/N2CCCCC2c2cccnc2)c(=O)[nH]c1=S (stereo not given)	-2	0	95	1	-19	-3	-2	103	11	-2	95
CCOC(=O)[C@@]1(C#N)[C@@H]2C=CC(C(N)=O)=CN2[C@@H](C(N)=O)[C@@H]1c1cccc(Cl)c1	-5	-3	90	2	-52	0	-1	97	54	-1	93
CCN(CC)S(=O)(=O)N1CCC(C(=O)N2CCC3(CC2)OCCO3)CC1	-1	-3	100	0	5	0	-1	103	19	2	104
Cc1ccc(C)c(NC2=NCCCS2)c1	0	-4	98	2	-10	-2	-5	98	17	0	99
O=C(CN1CCOCC1)c1ccc2cc[nH]c2c1	-9	-3	106	-1	-14	0	-6	115	14	-2	106
CCCCOC(=O)COc1cc(C)cc2oc(=O)c3c(c12)CCC3	-8	-6	96	0	-11	0	-4	97	21	-7	93
CNC(=O)N(C)c1nnc(C(C)(C)C)s1	0	0	100	2	-10	0	0	100	20	0	103
Cc1ccc(S(=O)(=O)N2CCCC(C(=O)N3CCC4(CC3)OCCO4)C2)cc1 (stereo not given)	1	-3	90	0	-14	-2	0	98	5	0	94
CCN(CC)C(=O)c1ccc(NC(=O)Cn2nc(C)c3ccccc3c2=O)cc1	0	-2	101	-2	8	0	1	97	17	1	104
CC(C)(C)n1cccc1/C=C1\C(=O)NC(=O)N(c2ccccc2)C1=O	-4	-6	98	-3	-33	-6	-6	100	9	-1	102
CSc1ccc(CNC2CN3CCC2CC3)cc1 (stereo not given)	-1	-6	97	-5	-20	-4	0	102	5	1	98
CCOC(=O)C(O)(c1cn(C)c2ccccc12)C(F)(F)F (stereo not given)	-16	-25	106	-18	-27	-13	-12	103	27	-8	104
O=C1NC(=O)N(Cc2ccc(F)cc2)C(=O)/C1=C/c1cccs1	1	4	78	3	-32	0	-1	83	12	3	86
Cc1cccc(OP(N)(N)=O)c1C	5	2	97	0	-2	0	0	101	23	3	101
COc1ccc(C=O)cc1O	-4	-2	106	0	-21	-3	-3	103	19	-3	105
CCCCCCC[n+]1ccc(-c2cc[n+](CCCCCCC)cc2)cc1	0	0	107	1	5	5	-4	79	9	0	115
CCCCOCCCn1c(N)c(C(=O)OCCOC)c2nc3ccccc3nc21	-1	-1	108	0	-3	-1	0	106	23	-2	106
O=c1[nH]c(=O)n(C2CCCCC2)c(O)c1C=NCCCn1ccnc1	-8	-4	99	-4	-2	-3	-1	101	15	-3	103
Cc1ccc(-c2nc3ccc(Cl)cc3n2OC(=O)N(C)C)cc1	1	-6	105	-4	5	0	0	100	51	4	102
CCCCCCNc1nc(OC)nc(N2CC3CC(C2)c2cccc(=O)n2C3)n1 (stereo not given)	-5	-4	105	3	-14	-6	0	106	23	0	105
CCCCCn1c(=O)c(C(=O)Nc2c(C)n(C)n(-c3ccccc3)c2=O)c(O)c2ccccc21	-1	-17	95	-6	10	-8	-2	98	31	0	97

Additional records follow.
SMILES	Bcl-XL Bim block	Bfl-1 Bim block	RGS7-Gao reg	Bim-Bcl-2	Mcl1-Bid inh	Bim-Bcl-B	Bim-Mcl-1	RGS8-Gao reg	GSH fluor	Bim-Bcl-W	RGS4-Gao reg
CCCCCCCSc1cc(OC)c(CCNC)cc1OC	-9	-17	105	-9	20	-9	-6	103	22	-5	102
CCCCNC(=S)N1CCn2cccc2C1c1cccnc1 (stereo not given)	-3	-8	104	-1	-33	-6	-1	102	12	-4	102
CCOC(=O)CN1C(=O)C2(C(C#N)=C(N)Oc3ccccc32)C(C(=O)OC)=C1C (stereo not given)	1	0	100	-4	-4	0	1	98	17	-3	92
O=C1CC(c2cccnc2)=NN1c1ccccc1	0	-3	98	-3	-35	0	1	101	13	0	98
CN1C(=O)C(Cc2cccc3ccccc23)C(=O)N(C)C1=O	-1	-9	103	-11	-43	-8	0	103	41	0	106
O=c1[nH]c2ccccc2n1C1CCN(CCCC(c2ccc(F)cc2)c2ccc(F)cc2)CC1	-4	2	100	-1	2	-7	-4	104	20	-3	105
COc1ccccc1OCC#CCN1CCCCCC1	2	-3	92	1	14	9	3	99	7	4	98
O=c1[nH]c(=O)n(-c2ccccc2)c(O)c1/C=C/C=Nc1ccccc1	-2	-12	101	0	-53	-1	-1	102	15	-1	102
O=C(O)C(O)(c1ccccc1)C1CCCC1 (stereo not given)	-1	-2	98	-4	-18	-2	-1	98	6	-3	96
C=C1C[C@@H]2[C@H](CC[C@]3(C)C(=O)CC[C@@H]23)[C@@]2(C)C=CC(=O)C=C12	0	-1	100	-3	-10	1	0	102	67	3	103
Cc1n[nH]c(C)c1CCN	-4	-1	102	0	-34	-2	-2	102	16	0	104
COc1ccc(N2C(=O)NC(=O)/C(=C\c3ccc([N+](=O)[O-])s3)C2=O)cc1	1	15	?	5	-15	5	1	75	13	4	88
O=C(Cc1ccccc1)OCCN1CCOCC1	0	0	101	3	15	0	-2	103	6	-3	101
COc1cc(CN2CCCC(C(=O)c3sccc3C)C2)cc(Cl)c1O (stereo not given)	-4	1	96	-1	-39	-3	-6	99	22	-3	98
CC(=O)N1CCC(N2CCCC(C(=O)c3cccc(Cl)c3)C2)CC1 (stereo not given)	-2	-4	100	-3	-16	-1	1	102	12	-2	97
Cc1nn(Cc2ccccc2)c(Cl)c1C(=O)NC1CCCc2ccccc21 (stereo not given)	-5	-16	106	-12	-8	-2	-3	102	18	-3	101
O=C(c1cc2ccccn2n1)N1CCC2(CC1)OCCO2	-7	-20	90	-12	-16	-7	-1	95	31	-1	91
CCc1ccc(N2C(=O)NC(=O)/C(=C/c3cccn3CCOc3ccc(C)cc3)C2=O)cc1	-2	-4	126	-3	-10	-3	0	101	12	0	103
CC(C(N)=O)N1CC(c2ccccc2)CC1=O (stereo not given)	-6	-17	101	-12	-8	-8	-4	103	29	0	103
O=C(NC1CONC1=O)OCC(Cl)(Cl)Cl (stereo not given)	-1	0	101	-1	-20	-4	-1	80	10	-1	104
CC(=O)N1N=C2C3CCN(CC3)C2C1c1ccc(F)cc1 (stereo not given)	-2	-3	107	0	-4	-2	1	99	14	-1	103
COc1ccccc1-n1c(O)c(C=NCCN2CCNCC2)c(=O)[nH]c1=O	2	-1	98	3	-31	4	0	100	13	3	103
CCOP(=S)(OCC)N1CCOCCOCCN(P(=S)(OCC)OCC)CCOCCOCC1	-2	6	99	1	-18	-7	0	92	74	-3	88
C[n+]1c(-c2ccccc2)cc(-c2ccc(O)cc2)cc1-c1ccccc1	-3	-4	102	-1	-41	0	-1	102	16	0	102
Nc1c(C(=O)NC2CCCC2)c2nc3ccccc3nc2n1CC1CCCO1 (stereo not given)	2	0	87	2	-8	-6	0	84	11	3	84

The list continues:
SMILES	Bcl-XL Bim block	Bfl-1 Bim block	RGS7-Gao reg	Bim-Bcl-2	Mcl1-Bid inh	Bim-Bcl-B	Bim-Mcl-1	RGS8-Gao reg	GSH fluor	Bim-Bcl-W	RGS4-Gao reg
CC1=[N+]([O-])C2(N)CCc3nonc3C2(O)C1 (stereo not given)	0	-1	98	3	-27	2	0	101	13	1	90
CCCNc1nc(OC)nc(N2CC3CC(C2)c2cccc(=O)n2C3)n1 (stereo not given)	0	-6	97	-2	-12	0	-1	98	11	-1	97
CCNCC1(c2ccc(OC)c(OC)c2)CCCC1	0	0	102	0	-21	1	0	103	12	0	102
O=C(O)c1cn(Cc2ccccc2)nc1-c1ccccc1	-3	-1	98	-1	12	-3	-1	101	20	-1	97
CCOc1cc(CNCCc2c[nH]c3ccccc23)cc(Cl)c1OC	-4	-6	100	-2	-61	-5	1	104	12	-3	100
Cc1nn(Cc2ccccc2)c(Cl)c1C(=O)OC(C)C(=O)Nc1ccc(F)cc1Cl (stereo not given)	-5	-15	98	-6	4	-6	0	103	11	-3	103
CCOc1c(Cl)cc(CNCCc2c[nH]c3ccccc23)cc1OC	-2	-1	105	-2	-46	-4	-7	107	14	-3	101
c1cncc(C2CCCCN2Cc2ccc3c(c2)OCO3)c1 (stereo not given)	-18	-15	103	-12	40	-8	-2	102	27	0	104
O=c1c2ccccc2nc(-c2ccccc2)n1-c1nccs1	-6	-1	99	-2	-2	-7	-2	104	13	-1	100
O=C1NC(=O)N(c2ccccc2)C(=O)/C1=C/c1ccc(Sc2ccccc2)o1	-1	0	97	1	29	-1	-2	100	17	-1	99
N#CC1(c2ccccc2)CCN(C2CC(=O)N(c3ccc4c(c3)OCO4)C2=O)CC1 (stereo not given)	-3	-7	?	-6	-19	-4	-2	101	18	-3	101
O=c1[nH]c(=O)n(Cc2ccccc2)c(O)c1/C=C1\C=Nc2ccccc21	-10	2	101	-1	18	-12	-24	102	8	-6	103
CCc1nc2ccccc2c(=O)n1-c1ccc2ccccc2c1	0	-12	93	-6	-3	-4	1	95	59	0	97
Cc1c(NP(=O)(C(C)(C)C)C(C)(C)C)c(=O)n(-c2ccccc2)n1C	-1	-5	102	-3	-38	-4	-2	101	10	-2	99
O=[N+]([O-])/C=C1\NCCN1Cc1ccc(Cl)nc1	-2&-1	-2&-2	102&92	-9&-4	-9&-49	-12&-6	-1&-5	98&100	14&9	-1&-3	100&100
CCOc1ccccc1OCC(=O)Nc1ccc(Cl)cc1C(=O)c1ccccc1	-6	-3	101	-1	-3	-7	-3	106	25	-5	102
c1ccc2c(CN3CCCCCCC3)c[nH]c2c1	0	-2	98	0	-9	0	-1	107	13	0	106
O=C(CN1CCCCC1)NCC(=O)Nc1ccc(Br)cc1C(=O)c1ccccc1	-4	-2	101	-3	-6	-1	-1	102	32	-4	98
OC(c1ccc(F)cc1)C(c1ccccc1)N1CCOCC1 (stereo not given)	0	-2	95	-1	-23	0	15	99	9	7	94
CCC(C)N=Cc1c(O)n(-c2ccccc2)c(=O)[nH]c1=O (stereo not given)	-7	3	137	-4	-2	-19	-8	97	7	-4	101
Cc1ccccc1Cc1c(C)nc2nc(SCC(=O)N3CCC4(CC3)OCCO4)nn2c1C	4	6	93	6	-10	6	6	88	40	4	97
CNC(=S)N1CCn2cccc2C1c1cccnc1 (stereo not given)	-3	-7	101	-6	-31	-6	-5	103	11	-6	103
